IL1B secr inh – inflammasome signaling inhibition, IL-1 beta readout. THP-1 LPS/ATP IL-1B secretion, AlphaLISA, 16 h; stronger effect = lower value. 4.7% of 360,000 active. AID 743279. activity change, % at 57.5 µM; in the data active = activity change below about -50%; inconclusive = mostly about -30% to -49%; also: % is scaled to controls: 0 for no effect and ±100 for the full control effect
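THP-1 cells pretreated 1 hr with compounds (up to 57.5 uM final), then stimulated with LPS (250 ng/mL final) plus ATP (1.25 mM final); secreted IL-1B measured by AlphaLISA after 16 hr, decreased signal indicating inhibition.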
KB-3-1 cytotox – kills parental KB-3-1 adenocarcinoma cells; KB-3-1 viability, CellTiter-Glo ATP luminescence, 72 h; Potency, µM (titrated, usually from 46.1 µM), without a hit: at the highest dose activity change, negative = cytotoxic, usual class: cytotoxic; 1.4% of 400,000 active; also: potency is read from the fitted curve at half-maximal effect; % is scaled to controls: 0 for no effect and ±100 for the full control effect; nearly all actives have a fitted effect of over 60% in size
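Using CellTiter-Glo luminescence, growth of non-resistant KB-3-1 adenocarcinoma cells is assessed 72 h after pin-tool compound addition at 37 °C. Normalized responses across the concentration series yield fitted curves.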
ATXN2 expr inh – ATXN2 expression inhibition; HEK-293 ATXN2-luciferase reporter, luminescence, 24 h; Potency, µM (highest dose often 57 µM), inactives show top-dose activity change, negative = inhibition, hits mostly inhibitors; 0.72% of 360,000 active; also: potency is read from the fitted curve at half-maximal effect; % is scaled to controls: 0 for no effect and ±100 for the full control effect; nearly all actives have a fitted effect of over 55% in size
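qHTS (up to 57 uM final) was run with 24 h compound exposure of reporter cells at 37 °C. Each well was multiplexed: SteadyGlo luminescence measured ATXN2-luciferase expression after a fluorogenic Gly-Phe-AFC viability readout (25 uM final).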
KB-V1 MDR tox – kills drug-selected multidrug resistant KB-V1 cells; 3.4% of 400,000 active; AID 1347076; Potency, µM (series often up to 46.1 µM), for the others: at the highest dose activity change, negative = cytotoxicity, hits mostly cytotoxic; KB-V1 MDR cells viability, CellTiter-Glo, 72 h; also: potency is read from the fitted curve at half-maximal effect; % is scaled to controls: 0 for no effect and ±100 for the full control effect; nearly all actives have a fitted effect of over 60% in size
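Cytotoxicity toward P-gp-expressing KB-V1 cells was determined as loss of CellTiter-Glo luminescence after 72 h at 37 degrees C. Compounds were tested in quantitative HTS format across a concentration range, with curves fitted to normalized data.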
HT1080-NT tox – kills 2HG-producing HT-1080-NT fibrosarcoma cells. 1.6% of 360,000 active. Potency, µM (titrated, usually from 46.1 µM), for inactives: at the top dose activity, negative = less viability, actives largely listed as cytotoxic. HT-1080-NT fibrosarcoma viability, CellTiter-Glo ATP luminescence, 48 h;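 also: NT is the 2HG producing partner of a matched IDH1 knockdown line; potency is read from the fitted curve at half-maximal effect; 0% = DMSO-treated cells and -100% = media-only wells without cells; nearly all actives have a fitted effect of over 55% in size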
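Compounds were tested in concentration-response format on HT-1080-NT cells for 48 hours at 37 degrees C. Cell viability came from CellTiter-Glo luminescence; curves were classified by r2, response magnitude and activity.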
WRN inhibitor – inhibitors of human WRN helicase; Q14191; WRN helicase unwinding, fluorescent forked duplex, kinetic; Potency, µM (highest dose often 114 µM), inactives show top-dose activity change, negative = inhibition, usual class: inhibitors; 0.46% of 360,000 active; AID 651768; also: potency is read from the fitted curve at half-maximal effect; % is scaled to controls: 0 for no effect and ±100 for the full control effect; nearly all actives have a fitted effect of over 55% in size
Target sequence (Q14191 whole entry, looked up): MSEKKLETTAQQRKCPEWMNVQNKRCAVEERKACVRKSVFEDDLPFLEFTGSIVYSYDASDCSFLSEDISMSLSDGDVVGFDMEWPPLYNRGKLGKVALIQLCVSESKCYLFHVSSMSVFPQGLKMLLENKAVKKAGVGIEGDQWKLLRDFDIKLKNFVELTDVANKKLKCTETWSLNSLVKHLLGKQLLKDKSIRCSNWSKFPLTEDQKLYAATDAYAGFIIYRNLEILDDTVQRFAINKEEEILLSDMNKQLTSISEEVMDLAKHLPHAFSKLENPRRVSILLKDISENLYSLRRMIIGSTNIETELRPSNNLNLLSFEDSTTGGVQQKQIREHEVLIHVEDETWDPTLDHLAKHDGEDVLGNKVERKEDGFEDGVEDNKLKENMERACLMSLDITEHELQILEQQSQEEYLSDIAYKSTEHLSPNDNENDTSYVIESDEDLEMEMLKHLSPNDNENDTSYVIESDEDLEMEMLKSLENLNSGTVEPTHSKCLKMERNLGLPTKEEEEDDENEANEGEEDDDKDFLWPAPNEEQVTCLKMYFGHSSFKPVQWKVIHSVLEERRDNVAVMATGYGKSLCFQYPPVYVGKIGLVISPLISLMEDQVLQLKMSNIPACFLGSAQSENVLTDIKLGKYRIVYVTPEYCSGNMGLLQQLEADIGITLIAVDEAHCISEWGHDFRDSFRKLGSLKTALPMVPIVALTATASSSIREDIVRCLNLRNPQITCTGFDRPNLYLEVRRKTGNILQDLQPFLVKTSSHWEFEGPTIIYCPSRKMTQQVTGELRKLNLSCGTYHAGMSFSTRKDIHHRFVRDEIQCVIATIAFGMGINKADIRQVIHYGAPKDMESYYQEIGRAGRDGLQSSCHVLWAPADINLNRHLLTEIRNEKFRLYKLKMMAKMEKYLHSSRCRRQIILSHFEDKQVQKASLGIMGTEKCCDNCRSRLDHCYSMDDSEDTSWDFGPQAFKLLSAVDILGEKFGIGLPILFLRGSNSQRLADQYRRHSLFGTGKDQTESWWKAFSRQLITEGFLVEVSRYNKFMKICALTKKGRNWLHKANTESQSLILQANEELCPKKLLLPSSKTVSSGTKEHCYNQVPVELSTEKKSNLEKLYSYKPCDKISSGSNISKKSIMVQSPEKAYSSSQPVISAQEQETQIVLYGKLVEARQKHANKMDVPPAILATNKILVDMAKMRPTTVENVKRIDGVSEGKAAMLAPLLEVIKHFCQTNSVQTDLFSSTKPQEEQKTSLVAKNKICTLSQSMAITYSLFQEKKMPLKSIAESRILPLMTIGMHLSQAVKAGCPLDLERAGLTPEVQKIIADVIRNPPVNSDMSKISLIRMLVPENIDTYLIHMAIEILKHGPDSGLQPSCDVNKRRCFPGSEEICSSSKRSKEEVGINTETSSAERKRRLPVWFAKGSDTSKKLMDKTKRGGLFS
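Kinetic red-fluorescence monitoring (525/598 nm) tracks WRN helicase activity after 100 nM fluorophore-quencher forked duplex and 2 mM ATP are added to 20 nM enzyme pretreated 15 min at room temperature with compound.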
HT1080 IDH1KD tx – HT-1080 IDH1 knockdown cell toxicity (counter line); HT-1080 IDH1 knockdown viability, ATP luminescence, 48 h; Potency, µM (series often up to 46.1 µM), for inactives: top-dose activity, negative = toxicity, most hits filed as cytotoxic; 2% of 360,000 active; AID 686971;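 also: potency is read from the fitted curve at half-maximal effect; 0% = DMSO wells and -100% = cell-free medium wells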
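HT-1080-IDH1KD cells (IDH1 knocked down), 750/well in RPMI with 5% FBS, treated with compound 48 h at 37 degrees C. Viability by CellTiter-Glo luminescence, normalised to DMSO and no-cell wells; concentration-response curves classed.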
MCF10A rereplic – induces DNA re-replication in MCF 10a normal breast cells; MCF 10A DNA re-replication, Hoechst nuclear intensity, 48 h; Potency, µM (titrated, usually from 46.1 µM), for the others: at the top dose activity, positive = re-replication, actives largely listed as activators; 2.9% of 350,000 active; AID 624296; also: potency is read from the fitted curve at half-maximal effect; % of control where 0% means no effect; nearly all actives have a fitted effect of over 50% in size
SW480 rereplic – inducers of DNA re-replication in SW480 colon cancer cells; 1.8% of 340,000 active; SW480 DNA re-replication, Hoechst DNA content imaging, 48 h; Potency, µM (series often up to 46.1 µM), for the others: at the highest dose re-replication activation, usual class: activators; AID 624297; also: potency is read from the fitted curve at half-maximal effect; % of control where 0% means no effect; nearly all actives have a fitted effect of over 55% in size
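Cells (250 per well) received 23 nL compound or DMSO by pin tool and were kept 48 hr at 37 C, 5% CO2. Nuclei were then stained with Hoechst for 40 min and scanned for DNA content.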
Starred values were filed as active, the others as inactive; u = inconclusive; x = not tested or not shown; [ ] = remark or other dose. Unless noted, calls follow the shape of the dose curve; as a rule, active = well fitted curve in the direction sought with a large enough effect; inconclusive = small, poorly fitted or top-dose-only effect, or another doubt; inactive = no such curve, though single readings can be large; an effect the other way counts as inactive or inconclusive.

SMILES	IL1B secr inh	KB-3-1 cytotox	ATXN2 expr inh	KB-V1 MDR tox	HT1080-NT tox	WRN inhibitor	HT1080 IDH1KD tx	MCF10A rereplic	SW480 rereplic
Cc1cc(C)nc(N/N=C/c2cn[nH]c2-c2ccc(F)cc2)n1	-6	6%	-20%	-12%	0%	-4%	-2%	-4%	-6%
COc1cccc(-c2nn(C)c3sc(C(=O)NCCCN(C)Cc4ccccc4)cc23)c1	-79*	u	28µM*	-23%	18µM*	14%	18µM*	u	16µM*
COc1ccccc1C(=O)Nc1sc2c(c1C(=O)NCc1ccco1)CCCC2	11	3%	-24%	-23%	3%	4%[57.1 µM]	-20%	14%	u
CN(C(=O)CSc1nnc(-c2c[nH]c3ccccc23)o1)C1CCS(=O)(=O)C1 (stereo unspecified)	-1	0%	1%	2%	0%	-4%	-3%	4%	5%
O=C(CN(C(=O)CNC(=O)c1cccs1)c1ccc2c(c1)OCCO2)NC1CCCC1	-10	12%	1%	-18%	9%	-9%	13%	1%	0%
Cc1ccc(C(=O)Nc2cnc3ccccc3c2)cc1	-22	-1%	2.2µM*	u	-4%	2%	-8%	16%	-3%
COc1ccc(NC(=O)CN(C)S(=O)(=O)c2ccc(Cl)cc2)cc1Cl	1	-2%	-8%	-2%	-2%	3%	-5%	-2%	1%
CC(=O)NC12CC3CC(C1)CC(C(=O)Nc1nc4ccc(S(C)(=O)=O)cc4s1)(C3)C2	0	7%	-4%	1%	5%	-19%	4%	9%	1%
Cc1cccc(CCNC(=O)C2CCCN(c3ncnc4c3nc3n4CCCCC3)C2)c1 (stereo unspecified)	-23	-2%	-18%	-9%	-3%	-4%	-6%	1%	0%
CCC(=O)c1ccc(OC(C)C(=O)NC2(C#N)CCCCC2)cc1 (stereo unspecified)	15	-1%	4%	-13%	1%	0%	8%	6%	-6%

Next part; it opens with the 2 that closed the last part.
SMILES	IL1B secr inh	KB-3-1 cytotox	ATXN2 expr inh	KB-V1 MDR tox	HT1080-NT tox	WRN inhibitor	HT1080 IDH1KD tx	MCF10A rereplic	SW480 rereplic
Cc1cccc(CCNC(=O)C2CCCN(c3ncnc4c3nc3n4CCCCC3)C2)c1 (stereo unspecified)	-23	-2%	-18%	-9%	-3%	-4%	-6%	1%	0%
CCC(=O)c1ccc(OC(C)C(=O)NC2(C#N)CCCCC2)cc1 (stereo unspecified)	15	-1%	4%	-13%	1%	0%	8%	6%	-6%
CCc1cccc(CC)c1NC(=O)CN1CC(C)SC1=NC1CCCCC1 (stereo unspecified)	0	-1%	-30%	u	5%	-3%	5%	u	u
Cc1ccc(-c2csc3ncnc(-n4nnc5ccccc54)c23)cc1C	0	-17%	-11%	u	-3%	u	3%	u	23%
Cc1cc(S(=O)(=O)NC2CCCCC2)ccc1OCC(=O)NCc1ccccn1	-11	-16%	1%	18µM*	-4%	-43%[57.1 µM]	-20%	19%	28%
CCOCCCN(CC(=O)NC1CCCC1)C(=O)C(=O)Nc1ccc2c(c1)OCCO2	35	17%	11%	6%	11%	-5%[57.1 µM]	13%	u	-2%
O=C(COc1ccccc1-c1ccccc1)Nc1ccc(S(=O)(=O)NCc2ccco2)cc1	11	u	-8%	u	-24%	-4%	-20%	3%	3%
O=C(NCc1ccccc1F)c1ccc(S(=O)(=O)N2CCCC2)cc1	-12	-3%	x	-6%	4%	5%	-1%	x	x
CC1CC(=O)N(CC(=O)NCc2ccc3c(c2)OCO3)c2ccccc2S1 (stereo unspecified)	0	-11%	-7%	21µM*	-1%	1%	-6%	-1%	-11%
O=C(N1CCN(c2ccccc2)CC1)C(F)(F)C(F)(F)F	1	-3%	-12%	0%	13%	3%	5%	-23%	-2%
Cc1cc(S(=O)(=O)N2CCOCC2)ccc1OCC(=O)Nc1cccc(F)c1	12	u	-8%	-26%	-27%	1%	-7%	-3%	-4%
O=C(O)c1ccc2c(c1)C(=O)N(CCC1=CCCCC1)C2=O	37	14%	3%	-5%	7%	-1%	1%	-4%	-4%
Cc1ccc(NC(=O)C(C)OC(=O)c2cc(=O)[nH]c3ccccc23)cc1S(=O)(=O)N1CCOCC1 (stereo unspecified)	27	1%	1%	2%	5%	u	18%	0%	-3%
O=[N+]([O-])c1cc(Br)c2nsnc2c1N1CCOCC1	-3	-29%	-17%	-7%	u	-2%	u	-2%	-4%
O=[N+]([O-])c1cccc(-c2ccc(SCc3cccnc3)nn2)c1	-80*	-3%	11%	u	-22%	-18%	u	0%	0%
Cn1c(CCN2CCCCC2)nc2cc([N+](=O)[O-])ccc21	-11	-9%	-6%	-1%	-27%	-2%	u	4%	-3%
CCOC(=O)CC1NC(=O)c2ccccc21 (stereo unspecified)	68	1%	8%	6%	-2%	11%	0%	1%	-6%
CCN(CC)c1cc(C)c(C#N)c2nc3ccccc3n12	30	-3%	-14%	u	-1%	-10%	-19%	0%	4%
CCCCNC(=O)C1(C)CCN1C(=O)Cc1cccc2ccccc12 (stereo unspecified)	14	0%	-10%	0%	19%	-12%	7%	x	x
O=C(NNC(=O)c1ccccc1O)c1ccccc1O	67	2.6µM*	0%	0.52µM*	u	-6%	9.2µM*	u	1.6µM*
COCc1cc(=O)[nH]c(Nc2nc3ccc(C)cc3o2)n1	-19	21µM*	u	u	4%	10%	u	u	u
CCOC(=O)c1sc2ncn(CC(=O)NCC3CCCO3)c(=O)c2c1C (stereo unspecified)	-27	7%	1%	-7%	-2%	5%	-1%	10%	1%[9.22 µM]
CCCS(=O)(=O)NC(=O)C1(C)CCN(C(=O)Cc2cccc3ccccc23)C1 (stereo unspecified)	8	0%	13%	7%	u	-8%	8%	x	x
Cc1ccccc1Nc1nn2c(=O)c3ccccc3nc2s1	10	8%	47%[activator]	-18%	4%	-8%	3%	u	-13%
O=C(CNc1n[nH]c(=O)[nH]c1=O)N/N=C/C1CC=CCC1 (stereo unspecified)	-8	-4%	0%	-19%	0%	4%	0%	2%	18%
CCOC(=O)c1ccc(NC(=O)COc2ccc(S(=O)(=O)NC(C)(C)C)cc2)cc1	9	-6%	-10%	12%	-13%	3%	-22%	7%	-1%
C=CCn1c(SCC(=O)Nc2ccc(O)cc2)nc2sc(C)c(C)c2c1=O	7	12%	0%	0%	11%	-2%	0%	4%	-1%
Cc1ccc2cc(C#N)c(SCc3nnc(-c4ccccc4[N+](=O)[O-])o3)nc2c1	-8	9.2µM*	-18%	13µM*	19%	-13%[57.1 µM]	20%	2%	14%
Cc1nc2cc(C(F)(F)F)ccc2n1CCNc1nc(-c2cc(Cl)c(N)c(Cl)c2)cs1	-29	-2%	u	-18%	-7%	-2%	0%	23µM*	13%
COc1ccc(C2CC(c3ccccc3C(F)(F)F)=NN2c2ccc(S(N)(=O)=O)cc2)cc1 (stereo unspecified)	-4	u	u	u	u	-4%	u	1.8µM*	0.73µM*
CCOC(=O)C1CCN(C(=O)Cn2c(=O)c3cccn3c3cccnc32)CC1	6	4%	x	2%	5%	6%	3%	8%	16%
NC(=O)CNC(=O)[C@@H]1CC2(CC(c3ccc(Cl)cc3)=NO2)CN1C(=O)c1ccc(Br)cc1 (stereo partly specified)	2	21%	-7%	11%	-23%	1%	-2%	-9%	-2%
CCCCn1c(N)c(N(CC(C)C)C(=O)CCCn2c(=O)oc3ccccc32)c(=O)[nH]c1=O	23	0%	11%	-1%	9%	-7%	-1%	-8%	-61%[inhibitor]
COc1ccc(C(OC(=O)c2c(C)noc2C)C(=O)NC2CCCC2)cc1 (stereo unspecified)	12	3%	2%	5.2µM*	10%	1%	0%	-6%	-10%
Cc1ccc(S(=O)(=O)N/N=C\c2cccnc2)cc1	5	3%	2%	1%	19%	-6%	-4%	22%	0%
CCOc1ccc(C(=O)NCc2ccccn2)cc1	-20	-8%	38%	-23%	12%	-3%	-6%	-1%	10%
CCCn1c(-c2cc(OC)c(OC)c(OC)c2)nc2nc3ccccc3nc21	0	5%	x	16%	1%	-9%	4%	-1%	-6%
CC(C)C(NC(=O)OCc1ccccc1)C(=O)NC(Cc1ccc(O)cc1)C(=O)O (stereo unspecified)	5	8%	-14%	29%	6%	3%	17%	1%	-1%
C/C(=N\NS(=O)(=O)c1ccc(C)c([N+](=O)[O-])c1)c1ccc2c(c1)OCO2	0	12%	x	-1%	u	2%	-1%	0%	-6%
COc1ccccc1CNC(=O)C1CCN(S(=O)(=O)c2c(C)noc2C)CC1	1	-3%	3%	-4%	-2%	-2%[57.1 µM]	-6%	-1%	-2%
COCCNC(=O)C(OC(=O)c1ccco1)c1ccc(OC)cc1 (stereo unspecified)	-4	u	0%	8%	4%	-8%	10%	-9%	-4%
CC(C)C(O)(C#CCN1CCCCC1)C(C)C	5	20%	5%	15%	21%	6%	16%	3%	-8%
CCC(=O)Oc1ccc2oc(=O)cc(C)c2c1	-15	11%	23%	-16%	-1%	4%	13%	-73%[inhibitor]	0%
O=[N+]([O-])c1ccc(NN=Cc2cccc3ccccc23)cc1	-12	4%	-21%	-12%	-2%	-5%	-7%	u	1.2µM*
CCOC(=O)N1CCN(C(=O)CN2C(=O)COc3ccc(S(=O)(=O)N4CCOCC4)cc32)CC1	-29	u	3%	-6%	-2%	-2%	-1%	0%	26%
O=C(/C=C/c1ccccc1)N1CCN(S(=O)(=O)c2ccc(F)cc2)CC1	-14	0%	-13%	u	4%	3%	4%	7%	0%
CCN(CC)S(=O)(=O)c1cc(NC(=O)CN2C(=O)NC3(CCCc4ccccc43)C2=O)ccc1C (stereo unspecified)	u	-26%	x	-4%	-15%	-5%	-17%	11%	-2%

High-throughput results as filed in PubChem.
